DENV2 CPE rescue: inhibitors of DENV2 cytopathic effect, primary screen, cell-based, plate reader, single concentration | DENV2-infected cells, cytopathic effect rescue | 1.7% of 350,000 active | CPE inhibition, % at 9.99 µM; in the data active = CPE inhibition above about 20%, passing the limit was not always enough; inconclusive = no clear call, values can overlap the other calls; tested in BHK-21 cells;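 note: 0% = median of neutral control wells and 100% = median of positive control wells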
CASP6 VEID inh: human caspase-6 inhibitors, primary screen, biochemical, VEID-R110 fluorescence, single point, set 2 | inhibition, % at 12.5 µM | 0.53% of 350,000 active | AID 686996, 2013 | purified caspase-6, Z-VEID-R110 cleavage fluorescence;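 active = mean inhibition across replicates at least about 35%, with every replicate also reaching that limit, limit read from the data; inconclusive = only one of the two criteria met; inactive = neither criterion met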;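 note: 0% = median of neutral control wells and 100% = no fluorescence left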
miR122 inh: miR-122 Renilla sensor signal increase in Huh7, primary screen, miR-122 inhibitor project, cell-based, single point, plate reader; Huh7 miR-122 Renilla luciferase sensor, 48 h; neutral wells = 0, positive control = 100; 0.3% of 340,000 active; activation (reporter increase), % at 12.5 µM; AID 602342, 2012;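 active = mean replicate activation score at least 90 and every replicate individually at or above 90; inconclusive = only one of the two criteria met; inactive = neither criterion met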;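 note: higher luciferase means less miR-122 activity so hits act as miR-122 inhibitors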
ERp5 block: inhibitors of ERp5-driven insulin aggregation, primary screen, biochemical, turbidity, absorbance 650 nm, single point | Protein disulfide-isomerase A6 (Homo sapiens), Q15084 | 90 min | inhibition, % at 9.99 µM | 0.05% of 350,000 active;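 active = mean replicate inhibition above about 25%, with every replicate also reaching it, limit read from the data, passing the limit was not always enough; inconclusive = only one of those two criteria met; inactive = neither criterion met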
F508del corr: F508del CFTR correction, initial screen, CFBE line, single point. 0.36% of 350,000 active. CFBE cells, YFP halide quenching; stimulated with forskolin plus potentiator P3; % fluorescence drop versus neutral controls. activity (quench increase), % at 7.58 µM. AID 720511, 2013;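 active = mean added fluorescence quench of at least 8% versus neutral control, with both replicates also reaching 8%; inconclusive = only one of the mean or replicate conditions met; inactive = mean below 8% and not both replicates reaching 8%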;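 note: cells transiently co-express mutant CFTR-F508del with the halide-sensitive YFP; corrector assay measuring rescue of mutant channel to the surface after 24 h compound exposure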
ERAP1 HTS inh: human ERAP1 aminopeptidase inhibitors, primary screen, biochemical, single point, plate reader. 0.15% of 340,000 active. inhibition, % at 10.7 µM. AID 652197, 2013. Endoplasmic reticulum aminopeptidase 1 (Homo sapiens), Q9NZ08. recombinant ERAP1, Leu-AMC fluorescence, 60 min;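 active = mean replicate inhibition of at least 30%, or all replicates individually reaching that 30% level; inactive = mean below 30% and not every replicate reaching it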;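 note: 0% = neutral control wells and 100% = L-leucinethiol positive control wells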
Target sequence (Q9NZ08 whole entry, looked up): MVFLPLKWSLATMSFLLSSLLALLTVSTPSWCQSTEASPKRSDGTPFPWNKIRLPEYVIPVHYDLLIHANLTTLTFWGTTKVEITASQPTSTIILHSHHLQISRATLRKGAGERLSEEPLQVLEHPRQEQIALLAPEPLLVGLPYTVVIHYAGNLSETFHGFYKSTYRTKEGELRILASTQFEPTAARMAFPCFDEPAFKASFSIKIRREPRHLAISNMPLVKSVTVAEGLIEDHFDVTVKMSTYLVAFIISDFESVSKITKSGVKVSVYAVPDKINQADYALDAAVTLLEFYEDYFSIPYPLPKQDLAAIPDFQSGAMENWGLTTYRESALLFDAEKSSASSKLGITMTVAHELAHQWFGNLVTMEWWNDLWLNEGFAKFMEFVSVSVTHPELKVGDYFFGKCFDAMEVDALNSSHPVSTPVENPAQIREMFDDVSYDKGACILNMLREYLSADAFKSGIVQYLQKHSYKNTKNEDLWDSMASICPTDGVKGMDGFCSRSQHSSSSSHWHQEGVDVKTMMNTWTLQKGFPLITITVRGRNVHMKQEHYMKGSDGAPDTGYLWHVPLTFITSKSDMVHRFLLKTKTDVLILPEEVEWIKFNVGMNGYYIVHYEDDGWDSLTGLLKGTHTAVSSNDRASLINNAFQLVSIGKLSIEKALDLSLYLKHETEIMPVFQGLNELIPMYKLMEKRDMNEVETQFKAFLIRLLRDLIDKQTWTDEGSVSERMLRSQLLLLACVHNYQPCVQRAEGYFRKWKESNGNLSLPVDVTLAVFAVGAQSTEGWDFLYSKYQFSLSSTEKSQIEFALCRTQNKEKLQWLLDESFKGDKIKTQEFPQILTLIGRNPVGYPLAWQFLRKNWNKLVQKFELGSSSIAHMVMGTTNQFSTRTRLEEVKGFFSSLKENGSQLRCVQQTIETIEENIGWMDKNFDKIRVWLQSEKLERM
SIRT5 inh: SIRT5 desuccinylase inhibitors, primary screen, biochemical, fluorescence imaging, single point, set 5. Purified SirT5, succinyl-peptide AMC, trypsin-coupled fluorescence. AID 652115, 2013. inhibition, % at 15 µM. NAD-dependent protein deacylase sirtuin-5, mitochondrial (Homo sapiens), Q9NXA8. 1.1% of 330,000 active; in the data active = inhibition above about 15%; inconclusive = no clear call, values can overlap the other calls
* marks the source's active call; other numbers are inactive results; u = inconclusive; x = not tested or not shown; [ ] = dose if it differs, or a comment.

SMILES	DENV2 CPE rescue	CASP6 VEID inh	miR122 inh	ERp5 block	F508del corr	ERAP1 HTS inh	SIRT5 inh
C[C@@H]1CN([C@H](C)CO)S(=O)(=O)c2ccc(-c3cccnc3)cc2O[C@H]1CN(C)C(=O)CN(C)C	-5	-3	-6[16.7 µM]	-7	-0.5	-2	-2
COc1ccc(-c2cc(-c3nnc(COC(=O)C4CC4C)o3)c3ccccc3n2)cc1OC (stereo not drawn)	u	-2	3	-2	-2.0	1	-5
O=C(NC1CCCc2ccccc21)C1CCCC1 (stereo not drawn)	-3	x	x	1	-1.5	1	-1
CCOc1ccc(C(=O)N2CCN(c3cccc(Cl)c3)CC2)cc1	-6	0	x	3	-2.0	-1	-2
O=C(CC1CCCCC1)Nc1ccccc1-c1ccccc1	0	2	x	2	-5.6	2	-2
COc1cccc(-c2nc(CS(=O)CC(=O)O)c(C)o2)c1 (stereo not drawn)	9	-1	-2	4	0.3	-7	-2
COCCN(C(=O)c1csnn1)C(C(=O)NC1CCCC1)c1ccc(C)cc1 (stereo not drawn)	u	-1	x	2	-0.5	-4	-2
COc1ccc(-c2nn(-c3ccccc3)cc2C(=O)NC(=S)Nc2cc(Cl)ccc2Cl)cc1	-2	-1	x	-10	1.3	-6	2
O=C(O)c1cc(C(=O)C2CC2)c[nH]1	0	2	x	2	-1.4	5	-1
CCN(CC)CCNc1cc(C)nc2c1C(=O)C(=O)C=C2N1CCCCC1	18	-53	-6	0	2.0	1	-1
CC(=O)OCC(=O)Nc1ccc(SC(F)F)cc1	x	-5	x	2	1.3	-1	2
O=C(NC1CCN(Cc2ccccc2)C1)c1cc(COc2ccc(F)cc2F)on1 (stereo not drawn)	8	-3	x	-2	-0.5	-5	3
CCN(CC)CCn1c2c(c(SCC(=O)Nc3nc4ccc(C)cc4s3)nc1=O)CCC2	2	-2	2	2	-0.8	1	0
Cc1ccccc1S(=O)(=O)N[C@H]1CC[C@H](CCNS(=O)(=O)c2cccc(F)c2)O[C@H]1CO	-2	0	x	-2	1.5	0	1
COc1ccc(NC(=O)N(C)C[C@H]2Oc3ccc(NS(C)(=O)=O)cc3CC(=O)N([C@H](C)CO)C[C@H]2C)cc1	17	-4	9[16.7 µM]	-11	-1.1	1	-5
CCN(CC(=O)Nc1c(F)cccc1F)C(=O)Cc1ccc2c(c1)CCC2	u	0	0	3	3.1	2	3
NNC(=O)c1ccc(COc2cccc3ccccc23)cc1	14	0	x	5	x	0	-3
CCc1nnc(NC(=O)Cc2ccc(S(=O)(=O)N3CCCCC3)cc2)s1	1	5	x	-6	-1.5	4	-8
CCOc1ccc(-n2cc(C(=O)c3cc(Cl)ccc3O)cc(C#N)c2=O)cc1	3	4	x	-1	-0.7	4	-1
CCCCN(C=O)c1c(CC)nc2ccc(C(=O)N3CCN(c4ccccc4)CC3)cn12	-5	-2	-1	-2	-2.4	0	-4
Cc1ccccc1NC(=O)Oc1cccc(OC(=O)c2ccccc2)c1	1	1	x	-2	0.0	-2	-7
O=C(O)c1cccc(S(=O)(=O)Nc2ccc(Cc3ccncc3)cc2)c1	-4	0	6	-2	0.9	0	x
CCCCC[C@@H]1CCCCC[C@H](O)C[C@@H](O)[C@@H](O)/C=C/C(=O)O1	u	19	x	6	0.1	x	-2
Cc1c(C(=O)N/N=C/c2cccc(O)c2)nnn1-c1nonc1N	15	0	-3	5	-2.6	-4	-5

For convenience, some entries already given.
SMILES	DENV2 CPE rescue	CASP6 VEID inh	miR122 inh	ERp5 block	F508del corr	ERAP1 HTS inh	SIRT5 inh
CCN(CC(=O)Nc1c(F)cccc1F)C(=O)Cc1ccc2c(c1)CCC2	u	0	0	3	3.1	2	3
NNC(=O)c1ccc(COc2cccc3ccccc23)cc1	14	0	x	5	x	0	-3
CCc1nnc(NC(=O)Cc2ccc(S(=O)(=O)N3CCCCC3)cc2)s1	1	5	x	-6	-1.5	4	-8
CCOc1ccc(-n2cc(C(=O)c3cc(Cl)ccc3O)cc(C#N)c2=O)cc1	3	4	x	-1	-0.7	4	-1
CCCCN(C=O)c1c(CC)nc2ccc(C(=O)N3CCN(c4ccccc4)CC3)cn12	-5	-2	-1	-2	-2.4	0	-4
Cc1ccccc1NC(=O)Oc1cccc(OC(=O)c2ccccc2)c1	1	1	x	-2	0.0	-2	-7
O=C(O)c1cccc(S(=O)(=O)Nc2ccc(Cc3ccncc3)cc2)c1	-4	0	6	-2	0.9	0	x
CCCCC[C@@H]1CCCCC[C@H](O)C[C@@H](O)[C@@H](O)/C=C/C(=O)O1	u	19	x	6	0.1	x	-2
Cc1c(C(=O)N/N=C/c2cccc(O)c2)nnn1-c1nonc1N	15	0	-3	5	-2.6	-4	-5

Additional structures follow.
SMILES	DENV2 CPE rescue	CASP6 VEID inh	miR122 inh	ERp5 block	F508del corr	ERAP1 HTS inh	SIRT5 inh
CC(C)Oc1ccc(CCc2n[nH]c(=S)n2-c2ccccc2)cc1	0	x	x	-12	-0.7	-2	-2
Cc1ccc(C(=O)C2=C(O)C(=O)N(Cc3cccnc3)C2c2cccc(Oc3ccccc3)c2)o1 (stereo not drawn)	4	7	x	-11	-1.5	10	0
O=C(O)CN=C(Nc1cc(Cl)cc(Cl)c1)NC(c1ccccc1)c1ccccc1	2	-1	x	-3	4.4	0	0
Cc1ccccc1N(C(=O)c1csnn1)C(C(=O)NC1CCCC1)c1ccncc1 (stereo not drawn)	-4	7	x	-5	-1.4	2	1
CCOC(=O)c1sc(NC(=O)Nc2ccc(F)cc2)nc1C	0	0	x	-10	3.7	-3	-6
C[C@H](CO)N1C[C@H](C)[C@H](CN(C)S(=O)(=O)c2ccc(Cl)cc2)Oc2ccc(N(C)C)cc2CC1=O	-11	0	-2[16.7 µM]	3	0.4	3	0
CC(C)(CNC(=O)Cc1ccc(Cl)cc1Cl)N1CCCCC1	12	-5	x	3	-0.1	-2	-2
CC(=O)c1cn(CCOc2ccc(F)cc2)c2ccccc12	-1	-2	-2	3	-1.2	-1	1
CCOc1ccccc1N1CC(C(=O)NNC(=O)c2cc(OC)c(OC)c(OC)c2)CC1=O (stereo not drawn)	8	1	x	0	2.4	-3	-1
Cc1ccc(C)c(NC(=O)CN(C)C(=O)c2ccccc2OCc2ccc(Cl)cc2)c1	-2	5	x	5	2.2	0	0
CC1CCN(c2oc(-c3ccco3)nc2S(=O)(=O)c2ccccc2)CC1	-7	-1	1	1	2.0	-2	-1
Cc1ccc(N2CC(C(=O)Nc3ccc4c(c3)OCCO4)CC2=O)cc1C (stereo not drawn)	3	4	-4	1	1.5	1	1
C/C(Cc1ccccc1)=N\NC(=O)CNC(=O)c1ccc(Br)cc1	2	-2	x	0	x	-3	1
Cc1nc2nc(C)n(CCN3CCOCC3)c(=O)c2c(-c2cccc([N+](=O)[O-])c2)c1C(=O)CCCCCCCCCCN1CCC(c2ccccc2)(c2ccccc2)CC1	0	-3	-5	11	-1.6	2	0
COc1ccc(C(=O)Nc2ccc(C(F)(F)F)n(C)c2=O)cc1	-4	-2	x	1	-0.5	3	0
C[C@@H]1CN([C@H](C)CO)C(=O)c2cc(NC(=O)C3CCCCC3)ccc2O[C@H]1CN(C)S(=O)(=O)c1cn(C)cn1	2	-1	-5[16.7 µM]	-13	0.3	1	-2
CCO[C@@H]1OC(C(N)=O)=C[C@H](C(C)(C)C)[C@H]1CCCO	x	-11	-5	6	1.3	0	x
CC1Cc2ccccc2N1S(=O)(=O)c1cccc(C(=O)N2Cc3ccccc3CC2C(N)=O)c1 (stereo not drawn)	-4	12	-3	-1	0.0	6	2
Cc1cccc(Nc2c([N+](=O)[O-])ccc3nonc23)c1C	11	1	4	-3	0.5	-2	-2
C[C@@H]1CN([C@@H](C)CO)C(=O)Cc2cc(NC(=O)Cc3ccccc3)ccc2O[C@@H]1CN(C)Cc1ccc(-c2ccccc2)cc1	-15	-3	-15[16.7 µM]	-3	-2.5	1	-2
O=C(NCCc1ccccc1)C1CCN(S(=O)(=O)N2CCCC2)CC1	-4	-1	x	-2	1.1	1	-2
CN1C(=O)c2cc(NC(=O)Nc3ccccc3Cl)ccc2OC[C@H]2O[C@@H](CC(=O)NCCCN3CCOCC3)CC[C@H]21	2	-17	x	1	x	-12	3
CC(C)NC(=O)N1[C@H](CO)[C@@H](c2ccccc2)[C@@H]1CN(C)C(=O)c1ccncc1	2	x	21[16.7 µM]	x	3.0	x	x
CCN1CCN(c2ccc(NC(=O)COc3ccc(Cl)cc3C)cc2)CC1	2	-1	8	6	0.0	3	-1
O=C(O)C1C2C=CC(O2)C1C(=O)Nc1ccccn1 (stereo not drawn)	1	1	-15	-1	-2.6	-2	-3
COc1ccccc1-c1cc(C(=O)Nc2cccnc2Cl)no1	-1	-1	1	2	-1.9	-7	0
CC(C)(C)c1ccc(C(=O)N2CCCC2c2cccs2)cc1 (stereo not drawn)	12	3	21	1	0.8	0	3
CCOc1ccc(S(=O)(=O)N2CCCCC2)cc1NC(=O)c1ccccc1	-6	3	0	10	12*	0	1
C[C@H]1CN([C@@H](C)CO)S(=O)(=O)c2ccc(C#Cc3ccccn3)cc2O[C@@H]1CN(C)C	7	-1	29[16.7 µM]	2	-3.7	1	0
CCCC1CC(C)(/C(C)=N\NC(N)=S)OC1=O (stereo not drawn)	2	-2	-4	9	0.4	6	3
CCC(=O)N1CCC2(CC1)Oc1ccc(F)cc1C(=O)C21CC(c2ccccc2)=NO1 (stereo not drawn)	7	-3	0	0	1.0	-2	x
N#CC1=C(N)C(C#N)(C#N)[C@H](c2cccnc2)[C@H]2CN(C(=O)OCc3ccccc3)CC=C12	-1	5	-7	-8	x	-6	16*
Cc1csc(SCC(=O)Nc2ccc(CC#N)cc2)n1	-2	9	-1	-7	0.7	5	0
COc1ccc2c3c(n(C)c2c1)[C@@H](CO)N(Cc1nccs1)CC31CCN(C)CC1	-3	x	x	-1	-1.0	1	x
O=C(CSc1ncccc1C(=O)O)NC1CCCCCCC1	6	-2	-10	-8	1.6	2	-1
COC(=O)C[C@H]1CC[C@@H]2[C@H](COc3ccc(NC(=O)C4CCOCC4)cc3C(=O)N2C)O1	5	-3	-2[16.7 µM]	5	1.5	-3	-2
CC(C)NC(=O)N1CCCCN2[C@H](C1)[C@@H](c1ccc(C#Cc3ccccc3F)cc1)[C@@H]2CO	-26	2	2[16.7 µM]	-2	10	0	-2
COCC(=O)Nc1ccc2c(c1)[C@@H]1C[C@@H](CC(=O)NCc3ccc(-c4ccccc4)cc3)O[C@@H](CO)[C@@H]1O2	0	-2	15[16.7 µM]	-9	0.2	-4	1
CO[C@@H]1CN(C)C(=O)c2cc(NC(=O)Nc3ccc(Cl)c(Cl)c3)ccc2OC[C@H](C)NC[C@H]1C	x	x	-32[16.7 µM]	x	1.8	x	6
COCC(=O)Nc1ccc2c(c1)C(=O)N(C)C[C@H](OC)[C@@H](C)CN(Cc1ccccc1F)[C@H](C)CO2	-2	-2	x	-2	-1.2	2	7
Cc1cc(C)c2c(N)c(C(=O)Nc3ccc([N+](=O)[O-])cc3)sc2n1	2	-3	5	-10	-10	1	-3

Assay outcomes from PubChem BioAssay.
